Screening data as filed in PubChem.
mABHD4 FP = ABHD4 inhibitors, primary screen, biochemical, fluorescence polarization, mouse; 370,000 tested, 0.54% active; (Lyso)-N-acylphosphatidylethanolamine lipase (Mus musculus), Q8VD66; purified mABHD4, FP-Rh probe fluorescence polarization; inhibition, % at 8.92 µM;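 active = inhibition exceeding the mean over every tested compound plus 3 SD, cut at about 30% in these data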;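 note: 0% = plate median of compound wells and 100% = S159A mutant with DMSO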
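Assay system: wild-type mouse ABHD4 protein; compound: single nominal dose of 8.92 µM, 0.89% DMSO final; schedule: 45 min + 60 min at 25 °C; measured by: FP readout, ex 525 nm / em 598 nm; evaluation: % inhibition of FP-Rh probe binding versus controls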
SIAE primary = human SIAE inhibitors, primary screen, biochemical, fluorescence polarization, FP-Rh probe, 1536-well HTS | AID 1053197, 2014 | 370,000 tested, 0.69% active | inhibition, % at 9.66 µM | Sialate O-acetylesterase (Homo sapiens), Q9HAT2 | SIAE FP-Rh probe binding;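 active = inhibition above a cutoff: mean of compounds within the control limits plus 3 SD of those, cut at about 17% in these data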;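 note: 0% = plate median of compound wells and 100% = probe without SIAE protein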
Target sequence (Q9HAT2 whole entry, looked up): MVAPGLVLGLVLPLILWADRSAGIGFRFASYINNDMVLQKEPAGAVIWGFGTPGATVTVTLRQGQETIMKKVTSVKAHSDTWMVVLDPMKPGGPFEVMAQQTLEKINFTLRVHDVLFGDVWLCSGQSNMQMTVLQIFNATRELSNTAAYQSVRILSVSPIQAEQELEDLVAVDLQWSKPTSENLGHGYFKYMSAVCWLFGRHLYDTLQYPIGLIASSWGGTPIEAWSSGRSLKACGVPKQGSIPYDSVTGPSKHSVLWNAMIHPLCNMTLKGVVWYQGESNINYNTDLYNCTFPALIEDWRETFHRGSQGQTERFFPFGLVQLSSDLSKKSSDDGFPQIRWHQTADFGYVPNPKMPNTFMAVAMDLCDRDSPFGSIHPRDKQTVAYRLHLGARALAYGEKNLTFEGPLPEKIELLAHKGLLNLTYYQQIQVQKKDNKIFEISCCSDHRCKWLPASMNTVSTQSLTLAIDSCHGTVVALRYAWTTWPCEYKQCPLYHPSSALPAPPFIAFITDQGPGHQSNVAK
MBD2 DNA inh = inhibitors of MBD2 binding to methylated DNA, primary screen, biochemical, TR-FRET, DNA-binding domain, human; Methyl-CpG-binding domain protein 2 (Homo sapiens), Q9UBB5; MBD2 binding to methylated oligonucleotide; inhibition, % at 4.4 µM; 370,000 tested, 0.31% active; AID 686964, 2013; in the data active = inhibition above about 13%
HTRA1 inhibitor = HTRA1 serine protease inhibitors, primary screen, biochemical, fluorescence polarization, HTS. Q92743. recombinant HTRA1, FP-rhodamine activity-based probe. inhibition, % at 5.96 µM. 340,000 tested, 0.5% active. AID 504803, 2011; in the data active = inhibition above about 36%;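 note: 0% = enzyme with DMSO and 100% = wells lacking enzyme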
TCR-CD3 inh = inhibitors of human TCR-CD3 interaction, primary screen, biochemical, fluorescence, TAMRA-labeled TCR probe | T-cell receptor (TCR) | inhibition, % at 9.4 µM | 360,000 tested, 0.37% active; in the data active = inhibition above about 19%;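 note: recombinant mutant TCR 2C K166C tagged with TAMRA read by polarization; 0% = receptor in buffer alone and 100% = receptor with positive control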
PRMT1 FP inh = PRMT1 methyltransferase inhibitors, primary screen, biochemical, fluorescence polarization | Protein arginine N-methyltransferase 1 (Homo sapiens), Q99873 | recombinant PRMT1, activity-based probe fluorescence polarization | inhibition, % at 2.79 µM | 370,000 tested, 1.3% active | AID 652257, 2013;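 active = inhibition above about 21% made by adding two undisclosed values, limit read from the data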
Target sequence (Q99873 whole entry, looked up): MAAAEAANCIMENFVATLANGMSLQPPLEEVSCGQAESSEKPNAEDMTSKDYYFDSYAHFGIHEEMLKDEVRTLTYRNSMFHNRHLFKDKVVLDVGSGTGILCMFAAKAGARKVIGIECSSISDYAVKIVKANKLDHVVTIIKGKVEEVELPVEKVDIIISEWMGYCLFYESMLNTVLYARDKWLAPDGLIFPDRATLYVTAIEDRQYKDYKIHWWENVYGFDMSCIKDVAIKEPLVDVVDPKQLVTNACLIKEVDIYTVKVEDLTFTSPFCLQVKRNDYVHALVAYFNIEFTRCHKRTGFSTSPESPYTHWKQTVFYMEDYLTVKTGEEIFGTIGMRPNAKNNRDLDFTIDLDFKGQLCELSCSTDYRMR
TDP2 inh = human TDP2 enzyme inhibitors, primary screen, biochemical, epi absorbance, recombinant enzyme; 370,000 tested, 0.34% active; T5PNP hydrolysis, p-nitrophenol absorbance 415 nm; Tyrosyl-DNA phosphodiesterase 2 (Homo sapiens), O95551; inhibition, % at 12.8 µM;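 active = inhibition above the mean of all tested compounds plus 3 SD, set per campaign, cut at about 25% in these data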;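 note: 0% = DMSO with enzyme and 100% = buffer with substrate but no TDP2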
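System – recombinant human TDP2 · Quantity – TDP2 enzyme at 120 nM final · Doses – single concentration, 12.8 µM nominal, with 1% DMSO · Incubation – 2 h at 37 °C · Measured by – epi absorbance of p-nitrophenol freed from T5PNP by hydrolysis · Read-out – % inhibition relative to enzyme-containing and enzyme-free wells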
GC-B act = human GC-B receptor activators, primary screen, HEK293 GC-B cells, cGMP TR-FRET, EC30 CNP; Atrial natriuretic peptide receptor 2 (Homo sapiens), P20594; 0% at EC30 CNP, 100% saturating CNP; activation, % at 10 µM; 370,000 tested, 0.11% active; AID 1920062, 2024;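 active = activation at 10 µM reaching about 35% in either raw or pattern-adjusted values, limit read from the data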
LEDGF integ inh = blockers of LEDGF/p75-dependent integrase strand transfer – biochemical, TR-FRET, high throughput, primary screen; HIV-1 integrase (with human LEDGF/p75); TR-FRET IN-LEDGF/p75 DNA integration, Eu/Cy5; inhibition, % at 3.7 µM; 370,000 tested, 0.64% active; AID 743269, 2014;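 active = inhibition above the screen-wide mean plus 3 SD, cut at about 13% in these data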;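 note: signal is the Cy5 over europium emission ratio at 671 and 618 nm; 0% = plate median of compound wells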
rCAG binder = binders of r(CAG) RNA repeats, primary screen, biochemical, fluorescence | r(CAG) RNA repeat, TO-PRO-1 dye displacement fluorescence | inhibition, % at 3 µM | 370,000 tested, 1.3% active;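 active = inhibition above the plate cutoff, the mean of all test compounds on that plate plus 3 SD, cut at about 35% in these data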;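 note: 0% = DMSO alone and 100% = 100 µM mitoxantrone as full dye displacement; higher means more dye released from RNA so lower well fluorescence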
Active calls of the source: *; x = not tested or not shown. This is a subset; count on the stated rates, not on these rows.

SMILES	mABHD4 FP	SIAE primary	MBD2 DNA inh	HTRA1 inhibitor	TCR-CD3 inh	PRMT1 FP inh	TDP2 inh	GC-B act	LEDGF integ inh	rCAG binder
CCC(Sc1ncccc1C(=O)OC(C)C)C(=O)N1CCOCC1 (stereo unspecified)	-2	-4	2	-1	0	-2	6	5	0	-7
Cc1c(NC(=O)COC(=O)COc2ccc(Nc3ccccc3)cc2)c(=O)n(-c2ccccc2)n1C	19	11	5	21	0	9	-2	-1	-1	5
O=C(Nc1ccc(Cl)cc1)c1ccc2c(=O)n3c(nc2c1)CCCCC3	0	-12	-1	-36	-9	5	-7	5	-3	6
COC(=O)C1=C(C)Nc2nnnn2C1c1ccco1 (stereo unspecified)	2	7	2	3	-1	-2	2	-2	2	0
CCOc1c2ccc(C(=O)NCc3cc(C(F)(F)F)cc(C(F)(F)F)c3)cc2nn1C	-15	-10	6	-19	-8	7	-9	-1	0	4
Cc1cccc2c(C(=O)O)c3c(nc12)CCCCC3	-3	-4	3	0	2	0	-1	0	-3	-1
CN(CCOc1ccccc1)CC(O)COc1ccccc1 (stereo unspecified)	-2	6	0	6	6	-3	3	2	-3	-6
C[C@]12c3[nH]c4ccc(Cl)cc4c3CCN1C(=O)[C@@H](CC(=O)NCc1ccco1)C[C@@H]2C(=O)N1CCCCC1	-5	-3	1	-4	-3	3	-4	-6	-1	6
CCOC(=O)C1CCCN(S(=O)(=O)c2cnc(Cl)c(Br)c2)C1 (stereo unspecified)	-1	3	-2	-2	-2	5	4	4	-1	-4
O=C(CCC(=O)N1CCSc2ccccc21)Nc1cccc(F)c1	5	2	2	-10	1	3	0	1	5	0
Cc1cc(C)c2c(-n3cccc3)nn(CC#N)c2n1	-4	-11	-3	-5	5	-2	-2	-4	-2	-2
CO/N=C(\c1ccccc1)c1cccnc1	-1	5	3	1	8	-5	-6	4	-3	-4
CCCOc1ccc(-c2c(C(=O)N/N=C/c3cccnc3)nnn2-c2nonc2N)cc1	0	-12	2	-9	9	0	16	0	1	2
COc1cc(-c2cc(C(=O)Nc3ccncc3)c3ccccc3n2)cc(OC)c1OC	-4	-14	1	-22	-8	4	-1	31	-2	4
O=C(NNC(=O)c1cccnc1SCc1cccc([N+](=O)[O-])c1)c1ccc(F)cc1	5	-2	-1	-3	-5	1	-14	6	-1	10
Cc1nc(N2CCN(C(=O)c3ccco3)CC2)c2c3c(sc2n1)CC(C)CC3 (stereo unspecified)	-11	-2	1	-19	5	-3	0	-7	1	-3
CC(C(=O)NCc1cccs1)n1cccc1 (stereo unspecified)	-3	20*	-1	3	2	-1	6	1	-2	4
CCC(OC(=O)CNS(=O)(=O)c1ccccc1)C(=O)c1ccccc1 (stereo unspecified)	-3	-6	-4	-4	2	0	-6	2	0	-4
Cc1cc(C)n(CC2CC(=O)N(c3ccc(F)c(Cl)c3)C2=O)n1 (stereo unspecified)	-1	3	-3	1	7	0	3	-8	-3	-2
Cc1cccc(C)c1NC(=O)CSc1nnc(C2CCCCC2)o1	-8	-3	3	1	-1	-4	-13	3	12	-1
O=C(c1ccccc1)N1CCN(C(=O)C23CC4CC(CC(C4)C2)C3)CC1	8	5	-1	-3	0	-3	0	-1	-5	-4
CCN1Cc2nnn(Cc3ccccc3)c2-c2ccccc2S1(=O)=O	0	6	-3	x	x	0	-3	4	-1	0
COc1ccc(NC(=O)Nc2cccc3c2O[C@H](CN(C)S(=O)(=O)c2ccc(F)cc2)[C@@H](C)CN([C@H](C)CO)C3=O)cc1	-1	-4	-5	-11	2	-2	2	10	3	0
COc1ccccc1OCCn1cc(C(=O)C(C)C)c2ccccc21	1	0	6	-1	3	7	-8	4	1	-5
COc1cccc(C(=O)COc2ccc3c(C)c(Cc4ccccc4)c(=O)oc3c2)c1	8	1	5	-4	2	0	-1	4	9	-3
Cc1cccc(OCCCC(=O)Nc2ccc(S(N)(=O)=O)cc2)c1C	-4	-1	-4	-2	7	-2	1	1	0	3
Cc1onc(-c2ccccc2)c1C(=O)/C=C/N(C)C	0	6	-4	1	3	-7	-16	1	5	7
Cc1[nH]c2ccccc2c1/C=N/NC(=O)c1cccc([N+](=O)[O-])c1	10	8	6	x	-9	2	1	-3	-2	6
Cc1nnc(Nc2ccc(C(=O)O)cc2)[nH]c1=O	-3	0	1	-2	-2	-1	-8	0	-4	2
CCOc1ccc(-n2c(=O)c3sccc3n(CC(=O)Nc3cccc(OC)c3)c2=O)cc1	0	1	4	5	-8	3	-3	4	-4	-3

Part of the list above, with values under each structure:
Results follow in this order: mABHD4 FP, SIAE primary, MBD2 DNA inh, HTRA1 inhibitor, TCR-CD3 inh, PRMT1 FP inh, TDP2 inh, GC-B act, LEDGF integ inh, rCAG binder
Cc1nc(N2CCN(C(=O)c3ccco3)CC2)c2c3c(sc2n1)CC(C)CC3 (stereo unspecified)
  -11, -2, 1, -19, 5, -3, 0, -7, 1, -3
CCCOc1ccc(-c2c(C(=O)N/N=C/c3cccnc3)nnn2-c2nonc2N)cc1
  0, -12, 2, -9, 9, 0, 16, 0, 1, 2

The results go on:
SMILES	mABHD4 FP	SIAE primary	MBD2 DNA inh	HTRA1 inhibitor	TCR-CD3 inh	PRMT1 FP inh	TDP2 inh	GC-B act	LEDGF integ inh	rCAG binder
CCOC(=O)C1=C(C)NC(C)=C(C(=O)OCC)C1C(=O)OCC(=O)N1CCc2ccccc2C1	-8	-9	-4	-5	7	3	11	-1	0	-5
O=C(NCC1CCCN1S(=O)(=O)c1cccs1)C(=O)Nc1cccc(F)c1 (stereo unspecified)	-1	0	4	-6	3	-2	8	2	5	2
O=C1c2ccccc2-c2cccc(C(=O)N3CCCCCC3)c21	3	11	8	-2	2	5	13	4	0	0
O=C(N/N=C/c1ccco1)c1cc(-c2ccc(Cl)cc2)n[nH]1	-10	0	3	-15	2	-1	-12	-1	-5	8
CCc1nc2c(OCc3ccccc3)cccn2c1N(C)C(=O)c1ccc(OC)cc1	1	2	3	x	6	-3	2	-2	0	1
CCCCc1cc(=O)oc2cc(C)cc(OCC(=O)NCC3CCC(C(=O)O)CC3)c12 (stereo unspecified)	11	-3	-7	6	-3	-2	2	-10	2	14
COc1ccc(C2c3cc(OC)c(OC)cc3CCN2C(=O)c2ccccc2Br)cc1OC (stereo unspecified)	-6	-1	1	-10	-11	-2	-5	-5	9	-2
Cc1ccc2c(c1)N(CC(=O)Nc1ccccc1F)C(=O)C(C)O2 (stereo unspecified)	2	4	-3	7	-2	-3	-6	2	3	1
CCOc1ccc(NC(=O)CN2C(=O)NC3(CCCCCC3)C2=O)cc1	6	6	-6	7	0	1	6	-1	1	3
C/C=C/C=C/C(=O)Nc1nccs1	5	-1	-4	0	7	3	-1	5	0	4
CC(Sc1nnc(CN2CCCC2)n1Cc1ccccc1)C(=O)Nc1ccc(F)cc1Cl (stereo unspecified)	-1	0	3	-10	-3	0	9	-8	-2	-13
CC(=O)Nc1ccc(S(=O)(=O)N2CCN(S(=O)(=O)N3CCOCC3)CC2)cc1	0	0	1	0	-2	1	11	8	1	0
CN(C)CCNC(=S)Nc1ccc(Cl)cc1Cl	0	2	-4	-10	0	5	1	-9	-2	-1
CC(C)(C)CC(C)(C)SSc1n[nH]c(=S)s1	-2	10	2	4	-2	4	3	-2	4	0
CC(/C=N\NC(=O)c1ccc2c(c1)OCO2)c1ccccc1 (stereo unspecified)	5	9	1	0	0	2	3	4	-1	1
COc1ccc(C(CNC(=O)c2cccc(NC(=O)c3cccs3)c2)N2CCCC2)cc1 (stereo unspecified)	-7	-12	-6	-40	-5	5	-3	-11	-7	4
COc1ccc(C(CNC(=O)Cc2ccccc2)N2CCCCC2)cc1 (stereo unspecified)	3	5	4	-4	5	-2	11	-8	2	-5
CCOC(=O)C(=O)C1=C(N2CCOCC2)/C(=C\c2ccc(F)cc2)CC1	8	-3	-2	-2	5	8	-7	-6	0	1
CCC(C)(C)c1nnc(NC(=O)C2CC(=O)N(CCc3ccc(F)cc3)C2)s1 (stereo unspecified)	5	-1	-2	5	3	-1	-2	2	-6	-2
CCn1cc(C(=O)NCCCN2CC(C)CC(C)C2)c2cc(OC)c(OC)cc2c1=O (stereo unspecified)	-3	-4	3	2	8	-1	7	2	3	-4
Cc1cc(O)c(C2=Nc3ccccc3SC(c3ccc(Cl)cc3)C2)c(=O)o1 (stereo unspecified)	-12	-4	11	0	-8	37*	0	-6	-2	5
CCOC(=O)/C(=C\c1cn(C)c2ccccc12)[N+](=O)[O-]	0	2	-2	-1	-3	1	4	-1	2	3
CC(C)c1ccc(S(=O)(=O)N2CCN(C(=O)C3CC3C)CC2)cc1 (stereo unspecified)	-13	0	-7	1	-2	3	-14	-1	7	-5
CCc1nnc(NC(=O)NCN2C(=O)C3C4C=CC(C4)C3C2=O)s1 (stereo unspecified)	7	1	-3	1	7	-5	3	9	1	1
COc1ccc(S(=O)(=O)Nc2cccnc2)cc1	-1	-6	-2	4	-7	2	1	4	-1	0
Cc1ccccc1NS(=O)(=O)c1ccc2[nH]c(=O)[nH]c2c1	3	-7	1	x	3	4	6	-1	-1	5
CCCCNC(=O)C(c1ccc(OCC(=O)OC)c(C(=O)OC)c1)N(CCOC)C(=O)CCCCCN1C(=O)NC(c2ccc(-c3ccccc3)cc2)C(C(=O)OCc2ccccc2)=C1C (stereo unspecified)	-15	-12	1	x	5	2	-6	3	-2	21
CC(C)(O)/C=C/C(=O)[C@](C)(O)C1[C@H](O)C[C@@]2(C)C3CC=C4C(C=C(O[C@@H]5O[C@H](CO)[C@@H](O)[C@H](O)[C@H]5O)C(=O)C4(C)C)[C@]3(C)C(=O)C[C@]12C (stereo partly specified)	-6	-3	5	-2	-4	-1	-13	1	1	2
COc1ccc(OS(=O)(=O)Cc2ccccc2)cc1	0	1	-4	9	3	2	2	1	-1	-2
Cc1cc(-c2cc(C(=O)Nc3ccccc3)on2)nc(NCC2CC2)n1	-12	-14	3	-8	1	-2	-14	-11	-2	18
COC(C/C=C/[C@H](O)[C@H](C)OCc1ccccc1)OC	-6	9	-2	-2	2	-1	-4	2	4	-2
Cc1ccc(/C=N/NC(=O)c2nnn(-c3nonc3N)c2CN(C)C)s1	1	-2	5	-3	-8	2	-12	6	-7	0
CCOc1cccc(C(=O)Nc2ccc(N3CCN(S(C)(=O)=O)CC3)cc2)c1	1	-5	-2	7	-1	1	4	2	1	-3
